All columns: NCI-60 one-dose screen, growth in % after 48 h at 10 µM unless noted; 100 = growth as untreated, 0 = no growth, -100 = all killed.
UO-31 = UO-31 renal cancer; 5.2% of 81,000 active
CAKI-1 = CAKI-1 renal cancer; 4.7% of 75,000 active
786-0 = 786-0 renal cancer cells | 5.1% of 81,000 active
SN12C = SN12C renal cancer cells. 3.8% of 81,000 active. AID 1794767
ACHN = ACHN renal cancer | 4.9% of 81,000 active
U251 = U251 CNS tumor cells; 5.4% of 80,000 active; AID 1794753
RXF 393 = RXF 393 renal cancer cells | 6.9% of 77,000 active | AID 1794773
A498 = A498 renal cancer cells | 5.4% of 76,000 active
TK-10 = TK-10 renal cancer cells; 3.9% of 81,000 active; AID 1794769
* hit, by the source's call; . = no result given; & = joins results of further samples. The calls were made as follows: active = growth percent below 10; inactive = the rest.

Order of values – ACHN	786-0	UO-31	CAKI-1	TK-10	U251	RXF 393	A498	SN12C
COc1cc(CNC(=O)c2ccccc2Nc2ccnc(C(F)(F)F)c2)ccc1O
    96	94	81	93	111	97	106	89	105
Cc1c(Cc2ccccc2)c(=O)oc2c(C)c(OCc3n[nH]c(=S)o3)ccc12
    89	69	95	.	116	64	99	67	68
CC(C)(C)Nc1c(-c2ccc(-c3ccccc3)cc2)nc2cnccn12
    93	87	72	80	98	88	.	78	77
C1=C2CCCC3=Cc4ccccc4OC23Oc2ccccc21
    47	26	43	27	55	26	9.8*	5.6*	34
COc1ccc(-c2nc3ccccc3n2C(=O)/C=C/c2ccccc2)cc1
    91	94	83	82	121	97	85	74	88
O=C1/C(=C\c2ccc(F)cc2)CN(C(=O)c2ccc([N+](=O)[O-])cc2)C/C1=C\c1ccc(F)cc1
    44	20	24	39	87	9.0*	-2.8*	52	47
O=C(O)CCC(=O)c1cccs1
    100	103	71	86	102	103	93	102	91
O=C(O)c1ccc(-n2cc(CNc3cccc(OC(F)(F)F)c3)c(-c3ccc(C(F)(F)F)cc3)n2)cc1
    65	97	63	69	105	65	95	88	64
COCc1c(N)c(C)nc(Cl)c1NC(C)=O
    92	105	95	98	91	103	97	71	106
CC(CN1CC2CCC(C1)O2)OC(=O)c1ccccc1 (stereo not drawn)
    101	98	91	99	109	98	113	94	98
NS(=O)(=O)c1ccc(Nc2ccnc(SCC(=O)c3ccc(Cl)cc3)n2)cc1
    104	103	85	88	110	99	117	109	101
CC1(C)C2CCC(CN)C1C2 (stereo not drawn)
    102	105	90	105	101	101	103	92	102
CCOC(=O)C1CCN(C(=O)c2ccccc2)C(CC)C1=O (stereo not drawn)
    102	102	78	88	109	107	107	100	99
COC(=O)[C@@H](NC(=O)CNC(=O)[C@H]1CCCN1C(=O)C(Cc1ccccc1)NC(=S)Nc1cc(C(F)(F)F)cc(C(F)(F)F)c1)C(C)C (stereo partly drawn)
    34	.	43	52	21	28	42	59	46
COc1ccc(-c2nc(-c3nc4ncccc4[nH]3)cc3c2[nH]c2ccccc23)cc1
    67	92	41	81	93	75	81	103	75
COc1ccccc1-c1c(-c2ccccc2)c[nH]c1C(=O)O
    102	99	87	94	110	94	80	52	92
COc1ccc(C=Nc2ccc(/C=C\C(=O)O)cc2)cc1
    103	100	92	91	116	106	123	112	90
Cc1[nH]c2ccc([N+](=O)[O-])cc2c1C
    117	98	100	96	108	83	107	85	106
CN1CCc2c(sc3ncnc(N/N=C/c4cc(Br)c(O)c(Br)c4)c23)C1
    103	103	88	100	128	117	.	114	110
COc1cc(CNC(=O)Cc2ccccc2)ccc1OCc1cn(-c2ccc([N+](=O)[O-])cc2)nn1
    98	99	78	87	99	100	116	.	96

Just 786-0, U251 and RXF 393, for some of the entries so far:
| mol | 786-0 | U251 | RXF 393 |
| --- | --- | --- | --- |
| CCOC(=O)C1CCN(C(=O)c2ccccc2)C(CC)C1=O (stereo not drawn) | 102 | 107 | 107 |
| COC(=O)[C@@H](NC(=O)CNC(=O)[C@H]1CCCN1C(=O)C(Cc1ccccc1)NC(=S)Nc1cc(C(F)(F)F)cc(C(F)(F)F)c1)C(C)C (stereo partly drawn) | . | 28 | 42 |
| COc1ccc(-c2nc(-c3nc4ncccc4[nH]3)cc3c2[nH]c2ccccc23)cc1 | 92 | 75 | 81 |
| COc1ccccc1-c1c(-c2ccccc2)c[nH]c1C(=O)O | 99 | 94 | 80 |

Going on with the list:
Order of values – ACHN	786-0	UO-31	CAKI-1	TK-10	U251	RXF 393	A498	SN12C
CCOC(=O)n1cc(-c2nonc2-c2cn(C(=O)OCC)c3ccc(OC)cc23)c2cc(OC)ccc21
    94	104	85	70	103	98	110	100	92
CN(C)c1nc(NCCNS(=O)(=O)c2ccc(C(=O)/C=C/c3ccccc3)cc2)nc(N2CCOCC2)n1
    87	66	71	68	108	44	79	77	80
COc1cc(/C=N/Nc2ccc(F)cc2F)cc(OC)c1OC
    58	80	64	32	97	82	125	83	82
NC(=O)Nc1cccc(Cl)c1
    .	105	88	.	90	106	102	94	98
CC1(C)CC[C@]2(C(=O)O)CC[C@]3(C)C(=CCC4[C@@]5(C)C[C@@H](O)[C@@H]6OC(c7ccccc7)OC[C@@]6(C)C5CC[C@]43C)C2C1 (stereo partly drawn)
    58	72	69	80	81	59	93	.	80
CCOC(=O)c1csc(NC(=O)COc2cccc(/C=C3\CSc4ccccc4C3=O)c2)n1
    45	87	-35*	2.3*	69	-54*	65	115	75
C[C@@H]1C[C@H]2C(=O)OCC(NC(=O)[C@H](Cc3cc(F)cc(F)c3)NC(=O)Nc3ccc(Cl)cc3F)C(=O)N3CCC[C@H]3C(=O)N3CCCC[C@H]3C(=O)N[C@@H](C)C(=O)N2C1 (stereo partly drawn)
    26	34	30	21	53	29	-13*	.	18
COc1ccc(/C=c2\[nH]c3nc4c(c(-c5ccccc5)cn4-c4ccccc4)c(=N)n3c2=O)cc1
    103	103	76	73	112	.	112	106	100
CC(=O)NC(=O)NCN1CCOCC1
    103	93	97	101	100	99	100	96	.
CCn1c(Cn2nc(C)cc2C)nnc1SCC(=O)Nc1ccc(S(N)(=O)=O)cc1
    98	106	71	89	112	91	76	94	93
C=CCC(CC)(C(=O)O)C(=O)O
    104	102	91	105	93	102	102	98	94
O=S(Nc1ccccc1)c1ccc(N2CCOCC2)cc1 (stereo not drawn)
    94	102	69	90	89	93	104	84	94
Cc1cccc2c(Nc3ccc(NS(C)(=O)=O)cc3)c3ccc([N+](=O)[O-])cc3nc12
    -11*	5.6*	11	6.7*	21	3.4*	-32*	-11*	7.6*
COc1ccc(NC(=O)CN2CCN(c3cc4c(cc3F)c(=O)c(C(=O)O)cn4C3CC3)CC2)cc1
    101	79	82	103	.	94	88	62	96
NNC(=S)N/N=C/c1ccccc1
    98	113	80	94	134	97	102	90	99
CC(C)(C)c1ccc(C2CC(=O)C3=C(C2)Nc2ccccc2N(C(=O)c2ccccc2Cl)C3c2ccc(F)cc2)cc1 (stereo not drawn)
    20	52	24	3.0*	59	4.0*	-3.3*	35	3.9*
COc1ccc(-c2csc(NC(=O)c3cc(OC)c(OC)c(OC)c3)n2)cc1
    107	102	89	94	117	.	88	92	99
Cc1nn(-c2ccccc2)c2nc(N3CCOCC3)c(C#N)cc12
    98	105	64	.	108	103	110	94	96
O=C(O)/C=C\C(=O)Nc1ccc2c(c1)Cc1ccccc1-2
    105	105	88	100	95	103	.	82	89
COc1ccc2nc(-c3ccc(OC)c(OC)c3)cc(-c3nnc(SCC(=O)c4ccccc4)o3)c2c1
    101	93	94	.	78	93	95	85	94
NC(N)=N/N=C/C=C/c1ccco1
    101	112	95	.	110	105	141	.	111
O=C(CSc1oc(-c2ccccc2)nc1S(=O)(=O)c1ccc(F)cc1)Nc1ccc(F)cc1
    81	51	100	90	96	65	72	75	89
CS/C(Nc1ccccc1)=C(\C#N)S(=O)(=O)c1ccccc1
    105	104	88	109	109	102	114	.	98
COc1ccc(NC2=C(C#N)C(=N)N3c4ccccc4Sc4ccccc4C3N2)cc1 (stereo not drawn)
    80	95	61	85	112	98	101	97	99
CC1(C)CC[C@]23CC[C@]4(C)[C@H](CC[C@@H]5[C@@]6(C)CC(CCC#N)(CCC#N)C(=O)C(C)(C)[C@@H]6CC[C@]54C)[C@H]2[C@H]1OC3=O
    89	99	92	.	116	106	107	91	98
CC1(C)OC(=O)C(=Cc2ccc(C#N)cc2)C(=O)O1
    98&108	98&104	87&94	99&102	101&98	90	102	95&104	112&104
COC(CCN(Cc1ccccc1)Cc1ccccc1)N1CCCC1=O (stereo not drawn)
    95	106	103	90	.	104	98	105	106
O=C1/C(=C\c2ccccn2)c2ccccc2N1c1c(Cl)cccc1Cl
    20	-81*	17	-1.4*	52	-2.5*	-35*	21	18
CC(=O)Oc1cc2c(s1)CCN([C@H](C(=O)C1CC1)c1ccccc1F)C2
    103	111	89	101	117	100	113	110	105
CC(=O)OCCN1C=C(S(C)(=O)=O)C2=NCCN2C1=O
    102	97	77	99	112	104	119	73	97
CCCCCCNC(=O)Oc1ccc(/C(=C(/CC)Cc2ccccc2)c2ccc(OCCCN(C)C)cc2)cc1
    100	69	59	90	82	60	80	90	87
C#Cc1ccc(-n2c(/C=C/c3cc(OC)cc(OC)c3)nc3ncccc3c2=O)cc1
    67	81	88	96	82	72	65	92	82
c1ccc(CN2COc3cc4c(cc3C2)OCN(Cc2ccccc2)C4)cc1
    102	97	94	.	100	93	107	80	97
CCOP(=O)(CCCCCCOc1cc(OC)c2c(c1OC)OCO2)OCC
    96	99	67	95	101	97	96	55	88
COc1ccc(/C=C/[C@H]2O[C@@H](C)[C@H](O)[C@@H]2O)c(OC)c1
    106	.	90	96	94	97	102	.	100
O=C(O)[C@@H]1CCCC[C@H]1Cl
    110	101	94	87	97	101	109	108	106
COc1ccc(-c2nc(SCCC(C)C)nc(Nc3ccc(F)c(Cl)c3)c2C#N)cc1
    48	45	57	75	63	34	101	77	57
Cc1[nH]c(C(=O)Nc2ccccc2OCc2cccc(C(=O)NC3CCNC3)c2)c(Cl)c1Cl (stereo not drawn)
    75	-69*	85	27	101	-56*	79	80	-34*
Nc1nc(Nc2ccccc2)c2ncn(Cc3ccc4c(c3)OCO4)c2n1
    57	55	49	31	63	50	53	40	43
Cc1cc(=O)oc2cc(Nc3nc4c(Cl)ccc(Cl)c4s3)ccc12
    90	98	86	.	.	111	109	119	100
O=C(O)c1ccccc1C(c1ccccc1)c1ccccc1O (stereo not drawn)
    89	112	70	100	111	97	113	78	86
C[C@]12CC[C@@H]3c4ccc(O)c([N+](=O)[O-])c4CC[C@H]3[C@@H]1CC[C@@H]2NS(=O)(=O)c1ccc(C(F)(F)F)cc1
    3.0*	43	-90*	.	47	.	-1.2*	46	18
Cc1c(-c2nnc(SCc3ccccc3)o2)sc2nc3ccccc3n12
    107	85	86	104	102	106	91	109	103
NS(=O)(=O)c1ccc(NC(=O)CS(=O)(=O)c2ccccc2)cc1
    108	101	87	100	102	98	131	118	106
CC(C)c1ccc(C(C)(C)O)cc1
    100	106	95	110	104	99	111	92	98
O=C1C(N2CCNCC2)=C(I)C(=O)c2ncccc21
    85	103	69	85	105	89	106	102	82
CCCCCc1c(C)[nH]c(/C=C2\N=C(c3ccc[nH]3)C=C2CC)c1C
    -95*	-94*	-86*	-82*	-89*	-95*	-91*	-91*	-90*
CC(=O)O[C@@]1(c2cn(-c3ccccc3C(=O)O)nn2)CC[C@H]2[C@@H]3CCC4=CC(=O)CC[C@@H]4[C@H]3CC[C@@]21C
    101	104	83	94	102	99	100	95	97
C[C@@H]1CN(c2c(F)c(F)c3c(=O)c(C(=O)O)cn(C4CC4)c3c2F)C[C@H](C)N1
    98	99	85	100	112	103	116	104	110
CC(=O)N1C2=NN=CC=CN2C(=O)C1CC(C)C (stereo not drawn)
    97	103	83	93	112	106	.	104	103

One compound at a time (already shown). Order of screens: ACHN	786-0	UO-31	CAKI-1	TK-10	U251	RXF 393	A498	SN12C
`CC(=O)O[C@@]1(c2cn(-c3ccccc3C(=O)O)nn2)CC[C@H]2[C@@H]3CCC4=CC(=O)CC[C@@H]4[C@H]3CC[C@@]21C` is listed with 101	104	83	94	102	99	100	95	97
`CC(C)c1ccc(C(C)(C)O)cc1` is listed with 100	106	95	110	104	99	111	92	98

(further entries)
Order of values – ACHN	786-0	UO-31	CAKI-1	TK-10	U251	RXF 393	A498	SN12C
CCOC(=O)CC1CSC(N/N=C(\C)c2ccc3ccccc3c2)=N1 (stereo not drawn)
    98	93	81	87	98	96	104	77	89
Cc1ccc(NC(=O)Nc2ncccc2OCc2ccccc2)cc1
    101	102	89	99	120	98	104	78	99
Cn1cc(-c2nonc2-c2c[nH]c3ccc(Br)cc23)c2cc(Br)ccc21
    14	34	24	24	40	43	18	28	67
Nc1nc(-c2ccccc2Cl)cs1
    99	113	85	134	108	107	111	109	107
CC(=O)c1cccc(OC(=O)c2ccccc2)c1
    109	102	103	91	106	103	117	107	91
CCOC(=O)C1CN(C(C)C)C(=O)C1=O (stereo not drawn)
    110	100	105	78	94	113	.	98	108
OCNC(=S)c1c(Cl)cccc1Cl
    118	105	96	100	112	102	97	95	100
Cc1cnc(SCc2ccccc2)[nH]c1=O
    117	97	96	.	104	98	113	112	103
Cn1c(=O)c2c(ncn2CC(=O)Nc2ccc(S(N)(=O)=O)cc2)n(C)c1=O
    111	95	89	94	92	97	106	105	105
Cc1ccc(S(=O)(=O)Nc2nc(Cl)c(C#N)c(-c3ccc(Cl)cc3)n2)cc1
    110	105	87	97	114	90	105	113	96
OCC1(CO)CCCC(CO)(CO)C1O
    104	108	91	97	103	96	126	106	102
CC(=O)Oc1ccccc1C(=O)Nc1cc(C(C)C)ccc1C
    10	26	-0.4*	6.7*	21	10	-2.4*	-29*	8.3*
S=c1n(Cc2ccc3ccccc3c2)c2ccccc2n1Cc1ccc2ccccc2c1
    99	100	76	.	90	64	94	91	102
C=C(NC(=O)[C@H](C(C)C)N(C)c1cc(Br)cc2[nH]ccc12)C(=O)OC
    87	96	68	81	81	96	102	60	92
O=[N+]([O-])c1ccc(N/N=C\c2cc(Cl)ccc2O)nc1
    18	34	9.0*	-14*	107	33	50	106	39
Cc1cc(N(C)C)cc(C)c1N=Nc1cc[n+]([O-])cc1
    104	120	89	90	109	103	107	106	109
O=C1Nc2c(Cl)cc(Cl)cc2C12Nc1ccccc1S2 (stereo not drawn)
    93	108	70	84	98	91	95	105	91

Taken from above:
S=c1n(Cc2ccc3ccccc3c2)c2ccccc2n1Cc1ccc2ccccc2c1 in A498 shows 91
C=C(NC(=O)[C@H](C(C)C)N(C)c1cc(Br)cc2[nH]ccc12)C(=O)OC in RXF 393 shows 102
O=[N+]([O-])c1ccc(N/N=C\c2cc(Cl)ccc2O)nc1 in CAKI-1 shows -14*
OCC1(CO)CCCC(CO)(CO)C1O in UO-31 shows 91
CC(=O)Oc1ccccc1C(=O)Nc1cc(C(C)C)ccc1C in UO-31 shows -0.4*
Cc1cc(N(C)C)cc(C)c1N=Nc1cc[n+]([O-])cc1 in UO-31 shows 89
O=C1Nc2c(Cl)cc(Cl)cc2C12Nc1ccccc1S2 (stereo not drawn) in RXF 393 shows 95
